Assay outcomes deposited in PubChem BioAssay by National Center for Advancing Translational Sciences (NCATS).
4-MU autofl – 4-MU region autofluorescence; compound autofluorescence, 340/450 nm, 4-MU equivalents; stronger effect = higher value; max dye-equivalent concentration, M; 59,000 compounds, 11% hits; AID 589; in the data active = max dye-equivalent concentration above about 10 nM; inconclusive = mostly about 1.1 nM to 9.6 nM
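Compounds in 100 mM Tris, pH 8.0, sat 15 min at room temperature before fluorescence was read at 340 nm excitation/450 nm emission; a per-plate six-point 4-MU standard curve converted signals to dye-equivalent concentration at each compound concentration.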
A350 autofl – compound fluoresces in the Alexa 350 spectral region. Compound autofluorescence, 340/450 nm, Alexa 350 dye-equivalents; stronger effect = higher value. max dye-equivalent concentration, M. 59,000 compounds, 11% hits; in the data active = max dye-equivalent concentration above about 10 nM; inconclusive = mostly about 1.1 nM to 9.6 nM
Fluorescein fluor – compound autofluorescence in fluorescein spectral region | max fluorescein-equivalent concentration, M | 59,000 compounds, 0.91% hits | AID 593 | Compound autofluorescence, 480/540 nm, fluorescein-equivalent; stronger effect = higher value; in the data active = max fluorescein-equivalent concentration above about 10 nM; inconclusive = between about 1.1 nM and that limit
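Autofluorescence profiling; 100 mM Tris, pH 8.0; incubation 15 min at RT; ex/em 480/540 nm; result as fluorescein-equivalent concentration.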
Tau fil binding – tau filament binding; Potency, µM (doses to about 57.1 µM), for inactives: at the highest dose activity change, negative = inhibition; AID 596; P10636; recombinant tau filaments, thioflavin S fluorescence, 15 h; filaments grown with octadecylsulfate alongside compound; 71,000 compounds, 2% hits;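 also: potency is read from the fitted curve at half-maximal effect; % is scaled to controls: 0 for no effect and ±100 for the full control effect; actives lower thioflavin S fluorescence by blocking filaments or displacing dye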
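His-tagged recombinant human tau (exons 2, 3 and 10 included), 1 uM, was induced to fibrillize by 30 uM sodium octadecylsulfate with compound present. After 15 h at 37 C, thioflavine S fluorescence (ex 450, em 510 nm) was read.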
Casp7 inh – caspase-7 (human) inhibition, allosteric or competitive | P55210 | recombinant caspase-7, Ac-DEVD-AFC fluorescence rate | Potency, µM (titrated, usually from 57.5 µM), inactives show top-dose activity change, negative = inhibition, hits mostly inhibitors | 75,000 compounds, 0.02% hits | AID 889; active = well fitted inhibition curve with a large enough effect in the main read-out, with a control signal flat, not every such curve was filed as active; inconclusive = small, poorly fitted or top-dose-only effect, or a change in a side signal; also: potency is read from the fitted curve at half-maximal effect; % of control where 0% means no effect
Luciferase inh – inhibitors of firefly luciferase. purified firefly luciferase, luminescence, 8 min. 72,000 compounds, 2.2% hits. Potency, µM (titrated, usually from 57.1 µM), inactives show top-dose activity change, negative = inhibition, actives largely listed as inhibitors. P08659; also: potency is read from the fitted curve at half-maximal effect; % is scaled to controls: 0 for no effect and ±100 for the full control effect; nearly all actives have a fitted effect of over 40% in size
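Here, luciferase activity is measured as luminescence following an 8 min room-temperature reaction at 10 uM ATP, pH 7.2. Every library sample is titrated.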
ERK AVP block – blocks ERK signaling stimulated by vasopressin | HEK293-V1b, vasopressin-stimulated pERK AlphaScreen | AID 995 | Potency, µM (doses to about 57.5 µM), for inactives: top-dose activity, negative = inhibition, actives largely listed as inhibitors | 72,000 compounds, 0.99% hits; also: potency is read from the fitted curve at half-maximal effect; % is scaled to controls: 0 for no effect and ±100 for the full control effect; nearly all actives have a fitted effect of over 55% in size
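V1b-HEK293 cells; cpd 30 min 37C; 25 nM vasopressin 5 min; lyse 10 min; AlphaScreen beads 5 hr RT. Normalized to DMSO basal and 25 nM vasopressin; AC50 by Hill fit.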
TexasRed autofl – compounds fluorescent in Texas Red spectral region. Compound fluorescence, Texas Red channel, 547/618 nm; stronger effect = higher value. max dye-equivalent concentration, M. 59,000 compounds, 0.06% hits. AID 587; in the data active = max dye-equivalent concentration above about 10 nM; inconclusive = between about 1.1 nM and that limit
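Spectral interference profiling: each compound concentration's relative fluorescence, read with a 547 nm excitation and 618 nm emission filter pair, was normalized to a per-plate Texas Red standard curve.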
HEK293 cAMP cs – raises cAMP in parental HEK293 cells, TSHR agonist counter-screen | parental HEK293 CNG cAMP sensor, membrane potential fluorescence | Potency, µM (top dose mostly 57.1 µM), for the others: at the highest dose activation, most hits filed as activators | 73,000 compounds, 2.5% hits; also: potency is read from the fitted curve at half-maximal effect; % of control where 0% means no effect; nearly all actives have a fitted effect of over 55% in size
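Parental HEK 293 cells stably expressing a modified CNG channel (no TSHR) report cAMP rise as membrane depolarization. Membrane potential dye with 100 uM RO 20-1724 was loaded for 60 min at room temperature, then compound added for 30 min; fluorescence read at 590 nm.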
Caspase-1 inhib – allosteric or competitive inhibitors of human caspase-1; P29466; Caspase-1 enzyme, Ac-WEHD-AFC fluorogenic rate; Potency, µM (titrated, usually from 57.5 µM), for inactives: at the top dose activity change, negative = inhibition, actives largely listed as inhibitors; 75,000 compounds, 0.03% hits;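 also: potency is read from the fitted curve at half-maximal effect; plate controls were vehicle for no effect and no substrate for full effect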
Rhodamine autofl – compound autofluorescence in rhodamine spectral region; Rhodamine-region fluorescence, 547/598 nm, Tris buffer; stronger effect = higher value; max dye-equivalent concentration, M; 59,000 compounds, 0.05% hits; in the data active = max dye-equivalent concentration above about 11 nM; inconclusive = between about 1.1 nM and that limit
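Compound fluorescence in 100 mM Tris, pH 8.0, read after 15 min at room temperature with 547 nm excitation and 598 nm emission. Output is dye-equivalent concentration from an on-plate rhodamine standard series.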
* = called active by the depositor; i = inactive; ? = inconclusive; . = no result given; [ ] = dose if it differs, or a comment. Unless noted, calls follow the shape of the dose curve; as a rule, active = well fitted curve in the direction sought with a large enough effect; inconclusive = small, poorly fitted or top-dose-only effect, or another doubt; inactive = no such curve, though single readings can be large; an effect the other way counts as inactive or inconclusive. An excerpt. The share of hits here may be higher or lower than overall.

SMILES	4-MU autofl	A350 autofl	Fluorescein fluor	Tau fil binding	Casp7 inh	Luciferase inh	ERK AVP block	TexasRed autofl	HEK293 cAMP cs	Caspase-1 inhib	Rhodamine autofl
Cc1nc2sc(C(c3cccs3)N3CC(C)CC(C)C3)c(O)n2n1 (stereo not given)	.	.	.	-8%	-1%	0%	.	.	14%	-3%	.
CCCS(=O)(=O)N1CCN(C(=O)c2ccco2)CC1	.	.	.	10%	0%	0%	-9%	.	8%	-1%	.
CCn1cc(C(=O)Nc2cccc(NC(C)=O)c2)c2cc(OC)c(OC)cc2c1=O	i	i	?	1%	-1%	-1%	-28%	i	-1%	1%	i
O=C(CSc1nc(-c2ccccc2)cs1)NC(=O)NCc1ccco1	i	i	?	13%	-3%	0%	25µM*	?	25%	-1%	i
C/C=C/c1ccc(Oc2nnnn2-c2ccc(C(N)=O)cc2)c(OC)c1	i	i	i	15%	0%	-1%	-9%	i	6%	0%	i
CC1CCC(NC(=O)c2ccc(CS(=O)(=O)Cc3ccccc3F)o2)CC1 (stereo not given)	i	i	i	-9%	-4%	-5%	-2%	i	15%	-1%	i
O=C(CCN1C(=O)c2ccncc2C1=O)NCc1ccc(Cl)cc1	i	i	i	7%	2%	2%	12%	i	2%	-1%	i
CCOc1ccccc1C1C(C#N)=C(N)Oc2n[nH]c(CC)c21 (stereo not given)	i	i	i	-12%	1%	-2%	7%	i	8%	-3%	i
CN1CCN(C(=O)c2ccc3c(c2)N(Cc2ccc(Cl)cc2)C(=O)c2ccccc2S3=O)CC1 (stereo not given)	.	.	.	-2%	0%	0%	-16%	.	7%	-1%	.
Cc1ccsc1C=Nc1ccc(O)cc1	.	.	.	20µM*	-29%	-7%	-17%	.	-11%	?	.
COc1ccc(C(=O)N2CCC3(CCN(Cc4ccncc4)CC3)CC2)cc1	i	i	?	-4%	-1%	-2%[11.4 µM]	0%	i	?	-4%	i
Cc1ccccc1-c1nc(CN2CCC(C(=O)NCCC3=CCCCC3)CC2)c(C)o1	i	i	?	18%	0%	-1%	10%	?	16%	0%	i
OC(CN1CCN(c2ccccn2)CC1)Cn1c2ccccc2c2ccccc21 (stereo not given)	i	i	i	36%	-3%	-1%	?	i	11%	-3%	i
O=C(NCCCN1CCCC1=O)c1cncc(Br)c1	i	i	?	2%	5%	1%	6%	?	-6%	0%	i
O=C(NCCCc1ccccc1)c1ccccc1O	.	.	.	-8%[11.4 µM]	1%	1%	-27%	.	?	0%	.
CCCCN(CC)Cc1c(C)[nH]c2ccccc2c1=O	i	i	i	11%	0%	-1%	-22%	?	-50%[inhibitor]	1%	i
O=C(c1ccc(N2CCCCS2(=O)=O)cc1)N1CCN(c2ccc(N3CCOCC3)nn2)CC1	.	.	.	-2%	?	-8%	9%	.	-5%	?	.
CCOC(=O)N1CCc2c(sc(NC(=O)c3ccc(Cl)s3)c2C(N)=O)C1	.	.	.	84%	-10%	-27%	.	.	-6%	-12%	.
CO[C@@H]1COC(=O)[C@@H](CCSC)NC(=O)C/C=C\[C@@H](C)COC(=O)CCC[C@H]1C	.	.	.	.	-1%[11.5 µM]	1%[11.4 µM]	3%[11.5 µM]	.	1%[11.4 µM]	1%[11.5 µM]	.
O=S(=O)(NCC(c1cccnc1)N1CCN(c2ccc(F)cc2)CC1)c1ccccc1 (stereo not given)	i	i	i	2%	0%	2%	-6%	i	-3%	-2%	i
COC(=O)C(C(=O)Nc1ncccn1)C1CCCCCC1 (stereo not given)	i	i	i	-1%	0%	2%	2%	i	5%	-1%	i
CCOC(=O)N1CCN(C(=O)C2CCCN(S(=O)(=O)c3cccnc3)C2)CC1 (stereo not given)	.	.	.	-6%	-1%	2%	0%	.	4%	0%	.
COc1ccc(NC(=O)c2cnc3sccn3c2=O)cc1OC	.	.	.	-1%	2%	-3%	.	.	?	1%	.
Cc1cc(C)n(-c2nc3c(c(=O)[nH]c(=O)n3C)n2CC(O)COc2ccccc2)n1 (stereo not given)	i	i	?	-10%	1%	2%	9%	i	5%	-5%	i

Results in Casp7 inh and Tau fil binding, for some of the entries so far:
Compound	Casp7 inh	Tau fil binding
CCOC(=O)N1CCc2c(sc(NC(=O)c3ccc(Cl)s3)c2C(N)=O)C1	-10%	84%
CO[C@@H]1COC(=O)[C@@H](CCSC)NC(=O)C/C=C\[C@@H](C)COC(=O)CCC[C@H]1C	-1%[11.5 µM]	.

Remaining list, next part:
SMILES	4-MU autofl	A350 autofl	Fluorescein fluor	Tau fil binding	Casp7 inh	Luciferase inh	ERK AVP block	TexasRed autofl	HEK293 cAMP cs	Caspase-1 inhib	Rhodamine autofl
COc1ccc(O[C@H]2C=C[C@@H](c3ccccc3)O[C@H]2CO/N=C2/[C@H]3O[C@@H]3[C@@H](O)[C@H]3[C@H]2CCn2c(=O)n(-c4ccccc4)c(=O)n23)cc1	.	.	.	.	-1%[11.5 µM]	0%[11.4 µM]	30%[11.5 µM]	.	?	-2%[11.5 µM]	.
COc1ccc(N2C(=O)C3CCCN3C2c2cc(OC)c(OC)cc2OC)cc1 (stereo not given)	.	.	.	-7%	-2%	1%	-14%	.	-1%	0%	.
O=CNCCCc1nc2ccccc2n1Cc1ccccc1	?	?	i	-16%	0%	3%	-4%	?	7%	-1%	i
CCc1ccc2[nH]c(=O)c(C(c3nnnn3CC3CCCO3)N3CCN4CCCC4C3)cc2c1 (stereo not given)	4.1e-08M*	3.7e-08M*	i	2%	-2%	6%	-9%	i	0%	-7%	i
CC(C)c1nnc(NC(=O)CCC(=O)N2CCN(Cc3ccccc3)CC2)s1	i	i	?	9%	-1%	4%	-9%	i	?	-1%	i
N#Cc1cnc(Nc2nc3ccccc3o2)nc1-c1ccccc1	i	i	?	132%	1%	2%	-20%	i	3%	-2%	i
CCC(=O)Nc1c(-c2ccc(OC)cc2)c(=O)c2ccccc2n1C	i	i	i	8%	0%	2%	-9%	i	?	0%	i
Cc1nc(C)n(C(=O)N(c2ccccc2)c2ccccc2)n1	i	i	?	-4%	1%	2%	1%	i	?	0%	i
Cc1c(N(C)C)c(=O)n(-c2ccccc2)n1C	i	i	?	11%	1%	-2%[25.5 µM]	12%	i	-18%	-4%	i
Cc1cc(NC(=O)CCC(=O)N(c2cccnc2)C(C(=O)NC2CCCC2)c2ccccc2)no1 (stereo not given)	i	i	i	7%	2%	0%	1%	?	4%	-2%	i
COc1ccccc1N1CCN(C(CNC(=O)c2ccco2)c2cccnc2)CC1 (stereo not given)	.	.	.	4%	0%	0%	.	.	13%	-4%	.
COc1ccc(/C=C(\C#N)C(N)=O)cc1OC	?	?	i	-12%[11.4 µM]	-3%[11.5 µM]	1%[11.4 µM]	-4%[11.5 µM]	i	14%[11.4 µM]	1%[11.5 µM]	i
CSc1nc(-c2ccccc2)nc(N2CCN(C)CC2)c1C(C)=O	.	.	.	24%	-1%	-1%	-17%	.	13%[11.4 µM]	-3%	.
CCOc1ccc(NS(=O)(=O)c2ccc(NS(C)(=O)=O)cc2)cc1	.	.	.	20%	-1%	1%	?	.	-12%	-1%	.
Cc1cccc(-c2nnc(SCC#N)n2-c2ccccc2)c1	i	i	i	5%	1%	1%	?	i	14%	-1%	i
O=C(Nc1nnc(C2CCCCC2)s1)c1cccs1	i	i	?	50%	1%	?	-14%	i	-8%	-2%	i
O=P(O)(O)c1ccccc1OCc1ccccc1	i	?	i	-9%	0%	4%	-22%	i	6%	-2%	i
CC(C)CCOC(=O)C1C2C=CC3(CN(Cc4cccs4)C(=O)C13)O2 (stereo not given)	.	.	.	-6%	-1%	2%	12%	.	2%	0%	.
Cc1ccc(-c2nnc(CSc3nnc4c5c(C)c(C)sc5nc(C(C)C)n34)o2)cc1	i	i	i	5%	2%	3%	-6%	i	22%	1%	i
CCN1CCCC1CNC(=O)c1c(O)c2c([nH]c1=O)CCCC2 (stereo not given)	i	i	i	9%	-1%	0%	4%	i	?	1%	i
CCCSc1nnc2n(Cc3ccccc3)c(=O)c3c4c(sc3n12)CCC4	i	i	i	.	.	-1%[25.5 µM]	.	i	.	.	i
O=C(CN1CCCC1)N1CCCc2c1c(=O)oc1ccc(OCc3ccccc3)cc21	9e-08M*	8.3e-08M*	i	8%	2%	2%	1%	i	?	-2%	i
O=C(NCCN1CCCC1)C1CCN(S(=O)(=O)N2CCC3(CC2)OCCO3)CC1	i	i	i	1%	-1%	0%	24%	i	?	-4%	i
CC(C)NC(=O)CSc1nc2ccccc2n1-c1ccccc1	i	i	?	7%	-2%	5%	-10%	?	?	2%	i
CCn1c(=O)n(CC)c2cc(S(=O)(=O)N3CCc4ccccc43)ccc21	i	i	i	1%	-3%	2%	?	i	24%	-3%	i
O=C(CSc1nnc(-c2ccco2)n1Cc1ccccc1)OC1CCCCC1	i	i	?	-14%	-17%	-29%	-22%	i	4µM*	-2%	i
O=S(=O)(c1ccc(F)c(F)c1)N1CCN(Cc2ccc3c(c2)OCO3)CC1	i	i	i	-7%	-2%	2%	5%	?	10%	0%	i
CC1(C)NC(=O)N(CC(O)CN(Cc2ccccc2)Cc2ccccc2)C1=O (stereo not given)	i	i	?	24%	0%	2%	-19%	i	-3%	1%	i
O=S(=O)(c1ccc(-c2csc(-c3cccnc3)n2)cc1)N1CCCC1	i	i	i	15%	-2%	1%	0%	?	11%	-4%	i
O=C(NCC1CCCO1)c1cnn2c1NC(c1ccccc1)CC2C(F)(F)F (stereo not given)	i	i	i	-14%	2%	0%	-23%	?	-6%	-7%	i
